Source: PubChem BioAssay
esBAF inh: inhibitors of esBAF chromatin remodeling in mouse ES cells; Bmi1-luciferase knock-in reporter, 24 h; 100% = twice the neutral-well signal; reporter increase, % at 12.5 µM; hit rate 2% among 350,000; AID 602393; in the data active = activation above about 40%;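 note: 0% = median of the plate's neutral control wells and 100% = double that signal; a rise in the Bmi1 reporter signal indicates esBAF inhibition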
RAD54 branch: blocks human RAD54 Holliday junction branch migration; Q92698; FAM/BHQ fluorescence; inhibition, % at 10.4 µM; hit rate 0.14% among 360,000; AID 602329;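 active = mean normalized replicate activity at least 40 and at least half of replicates scoring 40 or more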;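 note: 0% = median of neutral control wells and 100% = median of positive control wells; inhibitors cause a drop in the FAM fluorescence signal; in these data hits start at about 50%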
Target sequence (Q92698 whole entry, looked up): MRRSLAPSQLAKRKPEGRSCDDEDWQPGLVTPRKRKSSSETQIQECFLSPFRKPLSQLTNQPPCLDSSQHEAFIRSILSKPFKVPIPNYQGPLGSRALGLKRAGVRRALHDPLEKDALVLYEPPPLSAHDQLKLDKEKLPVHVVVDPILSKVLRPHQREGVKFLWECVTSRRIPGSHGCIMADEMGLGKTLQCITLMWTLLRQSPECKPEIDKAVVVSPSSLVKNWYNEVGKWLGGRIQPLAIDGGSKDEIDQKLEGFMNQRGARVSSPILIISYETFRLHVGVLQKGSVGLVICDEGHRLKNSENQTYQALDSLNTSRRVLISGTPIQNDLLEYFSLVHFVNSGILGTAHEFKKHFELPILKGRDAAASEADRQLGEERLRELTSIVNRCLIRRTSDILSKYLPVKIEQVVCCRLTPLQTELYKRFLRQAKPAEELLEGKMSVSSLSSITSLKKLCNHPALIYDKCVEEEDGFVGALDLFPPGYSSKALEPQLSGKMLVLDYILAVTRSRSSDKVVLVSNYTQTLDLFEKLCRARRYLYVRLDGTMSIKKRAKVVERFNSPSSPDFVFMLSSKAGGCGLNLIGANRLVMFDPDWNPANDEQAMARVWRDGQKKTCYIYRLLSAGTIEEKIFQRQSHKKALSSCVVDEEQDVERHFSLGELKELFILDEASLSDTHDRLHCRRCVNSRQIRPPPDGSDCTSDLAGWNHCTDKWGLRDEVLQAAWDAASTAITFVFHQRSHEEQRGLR
ARNT-TACC3 inh: disruptors of human ARNT/TACC3 interaction; Q9Y6A5; AlphaScreen His-ARNT PAS-B/GST-TACC3 binding, luminescence; TACC3 fragment carries E629A point mutation; inhibition, % at 9.99 µM; hit rate 0.66% among 390,000; AID 623870;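 active = mean inhibition of replicates at least 50% and at least half of replicates each reaching 50%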;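 note: 0% = complete ARNT plus TACC3 wells and 100% = ARNT alone without TACC3; many hits fall short of the cut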
* marks the source's active call; other numbers are inactive results. This is a subset; rates above refer to the full screens.

SMILES | esBAF inh | RAD54 branch | ARNT-TACC3 inh
COc1ccc(C(C(C(=O)c2cccs2)N2CCOCC2)N2CCOCC2)cc1OC (stereo unspecified) | 2 | 0 | 3
COc1ccc2c(=O)cc(C(F)(F)C(F)(F)F)oc2c1 | 9 | 9 | 2
CCOC(=O)N1CCN(C(=O)c2ccc(Cn3c(=S)[nH]c4cc5c(cc4c3=O)OCO5)cc2)CC1 | 18 | 9 | -6
NC(=O)c1ccc(N2CCCCC2)c(N2C(=O)C3C4C=CC(C4)C3C2=O)c1 (stereo unspecified) | -1 | -25 | 2
CS(=O)(=O)N(CC(=O)N1CCCCCC1)c1ccccc1 | -1 | -6 | -5
COc1cc(CNn2nnnc2N)cc(Br)c1OCC(=O)NC(C)(C)C | 2 | -16 | 9
COC(=O)c1sc2ncn(-n3c(C)ccc3C)c(=O)c2c1C | 0 | 10 | -10
O=C(Nc1cc(C(F)(F)F)ccc1N1CCOCC1)c1cn2ccccc2n1 | -1 | 3 | -6
COCC(=O)n1nc(NCc2ccc(OC)cc2)nc1NCc1ccc(OC)cc1 | -9 | -9 | -3
Cc1cc(C)c2cc(C(O)c3nnnn3Cc3ccccc3)c(=O)[nH]c2c1 (stereo unspecified) | 4 | 5 | -9
Cc1ccc2c(c1)nnn2C1CCN(S(=O)(=O)c2ccc3ccccc3c2)CC1 | 1 | 8 | -2
CC1CCc2c(sc(NC(=O)c3ccc(Cn4cc([N+](=O)[O-])cn4)o3)c2C#N)C1 (stereo unspecified) | 23 | 7 | -9
CCOc1ccccc1Nc1nc(N)nc(CSc2nccc(C)n2)n1 | -4 | 13 | 3
Cc1cc(NS(=O)(=O)c2ccc(NC(=S)NC(=O)c3ccc(Cl)cc3Cl)cc2)no1 | -11 | -7 | 2
CCOc1cc(CN2CCCCC2)ccc1OC | 2 | -13 | 9
COc1ccc(CNC(=O)c2cccc3c2C(=O)N(Cc2cccnc2)C3)cc1 | 0 | 0 | 2
COc1cc(C(=O)CSc2nncn2C)cc(OC)c1OC | 4 | -6 | 1
COc1ccc(-n2c3c(cc(C(=O)Nc4ccc(C)cc4)c2=O)C(=O)CCC3)cc1 | -5 | -5 | -8
COC(=O)c1c(NC(=O)c2nc3nc(C)cc(C(F)F)n3n2)sc2c1CCC2 | -7 | -8 | -3
Cc1ccc(-n2c3c(cc(C(=O)N4CCN(C)CC4)c2=O)C(=O)CC(C)(C)C3)cc1 | -7 | 5 | 2

Five entries out of the list above, ordered by the number in esBAF inh, high to low:
| compound | esBAF inh |
| --- | --- |
| CC1CCc2c(sc(NC(=O)c3ccc(Cn4cc([N+](=O)[O-])cn4)o3)c2C#N)C1 (stereo unspecified) | 23 |
| Cc1cc(C)c2cc(C(O)c3nnnn3Cc3ccccc3)c(=O)[nH]c2c1 (stereo unspecified) | 4 |
| CCOc1cc(CN2CCCCC2)ccc1OC | 2 |
| COc1ccc(CNC(=O)c2cccc3c2C(=O)N(Cc2cccnc2)C3)cc1 | 0 |
| COC(=O)c1c(NC(=O)c2nc3nc(C)cc(C(F)F)n3n2)sc2c1CCC2 | -7 |

Other compounds.
SMILES | esBAF inh | RAD54 branch | ARNT-TACC3 inh
O=C(Nc1nc2ccccc2s1)C1CC(=O)N(c2ccc(Br)cc2)C1 (stereo unspecified) | -3 | -1 | 1
Clc1ccc(-c2nn3cnnc3s2)c(Cl)c1 | 0 | -8 | -4
Cc1noc(C)c1COc1cccc(C(=O)OC(C)C(=O)Nc2ccc3c(c2)OCO3)c1 (stereo unspecified) | -5 | 3 | 1
O=c1ncn(-c2ccc(F)cc2)c2ncccc12 | -9 | -9 | -5
Cc1ccc([N+](=O)[O-])cc1-c1ccc(/C=N/NC(=O)c2cc3c(ccc4ccccc43)o2)o1 | -7 | 9 | -7
Cc1ccc(-c2nc(C#N)c(NCCN3CCCCC3)o2)cc1 | -7 | 7 | 1
Oc1ccc(Br)cc1/C=N/n1cnc2ccccc21 | 53* | -21 | -6
CCOc1cc(/C=N\NC(=O)Cc2ccccc2)ccc1OCC(=O)Nc1ccc(C)c(C)c1 | -1 | 2 | -5
CCOC(=O)Cn1c(Br)nc2c1c(=O)[nH]c(=O)n2C | 8 | 2 | -2
COc1ccc2oc(C(=O)OCC(=O)NC(=O)NC(C)C)c(C)c2c1 | 3 | 4 | -7
COc1ccc(NC(=O)C2CCN(c3nc(C)nc4c3CCC4)CC2)cc1 | -9 | -4 | -1
Cc1cccc2nc(CSc3nncn3-c3ccccc3)cn12 | 7 | -20 | -1
NC(=O)Cn1cc(C(=O)c2cccs2)c2ccccc21 | -9 | 1 | 0
COC(=O)c1sccc1NC(=O)CCC1CCCC1 | 9 | -1 | -23
O=C(CN(Cc1ccccc1)S(=O)(=O)c1ccccc1)N1CCOCC1 | 9 | -2 | -8
Cc1ccc(C2(c3ccc(C)cc3)NC(=O)N(Cc3c(C)noc3C)C2=O)cc1 | -2 | 1 | 1
Cc1cc(N2C(=O)C3CC=CCC3C2=O)cc(C)c1Br (stereo unspecified) | -10 | -3 | -5
CC(C)COc1nc2ccccc2c(=O)n1OCC(=O)O | 6 | 3 | -8
C=CCNc1ncnc2ccccc12 | 7 | -10 | 0
Cc1ccc(-c2cc3nc(-c4ccccc4)cc(N4CCOCC4)n3n2)cc1 | 11 | 0 | -6
CC1=C(C(=O)N2CCCCC2)C(c2cccs2)NC(=O)N1 (stereo unspecified) | -46 | -12 | -3
COc1ccc(N2CCN(C(=O)c3ccc(N4C(=O)NC5CC4(C)Oc4ccccc45)cc3)CC2)cc1 (stereo unspecified) | 12 | -6 | 3
CCOCCCNC(=O)C(Cc1ccccc1)NC(=O)c1ccco1 (stereo unspecified) | 1 | -5 | -3
COc1ccc2[nH]c(C)c(CCN(Cc3cccs3)C(=S)Nc3ccc(F)cc3)c2c1 | -32 | -84 | 4
Cc1ccc2c(c1)nnn2C1CCN(CC(=O)c2ccc(Cl)cc2)CC1 | 6 | 4 | -6
CN1CCN(C2CCCCC2NS(=O)(=O)c2ccc(Cl)cc2)CC1 (stereo unspecified) | -5 | -6 | 0
S=c1[nH]nc(C2CCCCC2)n1/N=C/c1cccs1 | -3 | -23 | -1
CCn1nc(C)c(NC(=O)/C=C/c2ccc(OC)c(COc3ccc(Cl)cc3Br)c2)c1C | -1 | 6 | 3
O=C1N(CC(=O)N2CCc3ccccc32)CCN1Cc1ccc(Cl)cc1 | 6 | -3 | -5
Cc1c(Cl)cccc1NC(=O)CSCC(N)=O | -6 | -12 | -3
O=C(NC1CCCCCCC1)c1ccc2c(c1)OCO2 | -3 | 0 | 3
Cn1c(=O)c2c(nc(SCCNS(=O)(=O)c3ccccc3)n2C)n(C)c1=O | -1 | 0 | 17
Cc1ccc(CN2CC34C=CC(O3)C(C(=O)NCc3ccc5c(c3)OCO5)C4C2=O)cc1 (stereo unspecified) | -2 | -17 | -6
Cc1ccc(S(=O)(=O)NC2OC(=O)C(Cl)=C2Cl)cc1 (stereo unspecified) | -1 | -5 | 0
Cc1ccc(NC2=C(Cl)C(=O)OC2OC(=O)c2ccco2)c(C)c1 (stereo unspecified) | -8 | 3 | -11
Cc1cc2ccccc2cc(C)c1=O | -10 | -14 | -7
CCCS(=O)(=O)c1c(S(=O)(=O)CCC)c2c(C)cccn2c1C(N)=O | 1 | -3 | -1
O=C(NCc1ccc2c(c1)OCO2)c1cc(-c2ccc(Cl)cc2Cl)on1 | -9 | -4 | 7
Cc1nnc(SCC(=O)NCc2ccco2)n1-c1ccc(F)cc1 | -6 | 10 | -3
CC1Cc2ccccc2N1c1ncnc2c1nnn2Cc1ccccc1Cl (stereo unspecified) | -9 | 2 | -4
O=C(OCc1c(Cl)cccc1Cl)c1cccnc1Cl | 0 | 0 | -18
CC(=O)Nc1ccc([N+](=O)[O-])cn1 | 2 | -6 | -15
CC(C)N1CCC(N2CCN(C/C=C/c3ccccc3)CC2CCO)CC1 (stereo unspecified) | -4 | 6 | -6
C=CCn1c(COc2ccccc2)nnc1SCC(=O)O | -2 | -8 | -2
C/C(=N\NC(=O)CSCc1ccc(Cl)cc1)c1ccc2c(c1)OCCO2 | -5 | 5 | 12
CCSc1nnc(CCNC(=O)OC(C)(C)C)o1 | -5 | 1 | -5
CC1=C(C(N)=O)C(c2ccc(C)o2)C(C(N)=O)=C(C)N1 | -2 | 1 | -7
CCOC(=O)CSc1ncnc2c1sc1nc(N3CCOCC3)c3c(c12)CCCC3 | 5 | 11 | -14
CCOCCCNC(=O)Cc1ccc(OC)c(OC)c1 | -6 | 3 | -2
COC(=O)c1ccc(COc2ccc(-c3nn[nH]n3)cc2)cc1 | 5 | -6 | -11
O=C(Nc1ccc(Cl)cc1)OCCn1nnnc1C(c1ccccc1)N1CCOCC1 (stereo unspecified) | 0 | 10 | -4
CCOc1cccc(-n2nnnc2-c2ccc(OC)cc2)c1 | -4 | 0 | -3
O=C(C(NS(=O)(=O)c1cccc2nsnc12)c1ccccc1)N1CCN(c2ccccn2)CC1 (stereo unspecified) | -3 | -8 | 3
CC1(C)CC2CC(C)(CN2S(=O)(=O)c2ccc(N)cc2)C1 (stereo unspecified) | 1 | 5 | -7
COc1ccc(C(=O)c2cnc3cc4c(cc3c2C)OCO4)cc1 | 11 | -2 | -3
CN1CCc2c(sc(/N=C/c3cccs3)c2C(N)=O)C1 | 27 | -16 | 7
Cn1c(SC/C=C/c2ccccc2)nnc1-c1cccs1 | 17 | -6 | -6
CCOC(=O)C(C)Sc1ncnc2nc[nH]c12 (stereo unspecified) | -2 | -9 | -4
Cc1ccc(-c2cc(C(=O)NCc3ccco3)c3ccccc3n2)o1 | 3 | 13 | -7
Cc1ccc(-c2c(C#N)c(N)n(-c3ccc(C)cc3)c(=O)c2C#N)cc1 | 3 | -2 | -6

Shown with values under each structure: part of the list above.
Values run as follows: esBAF inh, RAD54 branch, ARNT-TACC3 inh
COC(=O)c1ccc(COc2ccc(-c3nn[nH]n3)cc2)cc1
  5, -6, -11
O=C(Nc1ccc(Cl)cc1)OCCn1nnnc1C(c1ccccc1)N1CCOCC1 (stereo unspecified)
  0, 10, -4
CCOc1cccc(-n2nnnc2-c2ccc(OC)cc2)c1
  -4, 0, -3
O=C(C(NS(=O)(=O)c1cccc2nsnc12)c1ccccc1)N1CCN(c2ccccn2)CC1 (stereo unspecified)
  -3, -8, 3
CC1(C)CC2CC(C)(CN2S(=O)(=O)c2ccc(N)cc2)C1 (stereo unspecified)
  1, 5, -7
COc1ccc(C(=O)c2cnc3cc4c(cc3c2C)OCO4)cc1
  11, -2, -3

Other structures follow.
SMILES | esBAF inh | RAD54 branch | ARNT-TACC3 inh
CCOn1c(-n2nc(C)cc2C)nc2ccccc2c1=O | -6 | 0 | -34
Cc1onc(-c2c(F)cccc2Cl)c1C(=O)N1CCN(S(C)(=O)=O)CC1 | 4 | -5 | -15
O=C1CC(c2ccco2)CC2=C1C(c1ccccc1)n1nc(C(F)(F)F)nc1N2 (stereo unspecified) | -7 | 3 | 0
COc1cccc(NS(=O)(=O)c2ccc3[nH]cc(C(=O)NC4CC4)c(=O)c3c2)c1 | -4 | 3 | 28
COc1ccc(C(CNC(=O)c2ccc(S(=O)(=O)N3CCOCC3)cc2)N2CCCCC2)cc1 (stereo unspecified) | -10 | 7 | -6
CCOC(=O)N1CCN(Cc2nc(N)nc(Nc3ccccc3C)n2)CC1 | -7 | -7 | 14
Cc1cc(C(=O)N2CCN(c3ncccn3)CC2)sc1-c1ccccc1 | 3 | 1 | 2
CC(=O)c1ccc(-n2c(CCC(=O)O)ccc2-c2ccc(C)cc2)cc1 | 8 | -17 | -2
CC(C)c1ccccc1NC(=O)c1cccc(NC(=O)c2ccccc2)c1 | 10 | -13 | -1
Cc1ccnc2nc(C(=O)NC3=NCCS3)nn12 | 0 | -9 | 4
C=CCN1C(=NC(=O)CCCC(=O)O)SC2CS(=O)(=O)CC21 (stereo unspecified) | -2 | -8 | -5
CCOC(=O)c1c(-c2cccc(C)c2)csc1NC(=O)c1c(-c2ccccc2)noc1C | -1 | -1 | -5
O=c1[nH]c2ccc(S(=O)(=O)Nc3ccc(-c4nnc5n4CCCCC5)cc3)cc2o1 | -5 | -5 | 2
COc1cccc(C(=O)Nc2nc(C)cs2)c1 | 0 | 1 | -17
Cc1nn(C)cc1/C=N/n1nnnc1N | 12 | -11 | -1
O=C(c1ccco1)N1CCN(Cc2nc3ccccc3c(=O)n2-c2ccc(F)cc2)CC1 | -4 | -1 | -25
Cc1ccc(N2C(=O)c3ccc(C(=O)O)cc3C2=O)cc1C | 19 | -5 | -3
COc1ccccc1C1/C(=C(/O)c2ccc(C)cc2)C(=O)C(=O)N1CC(C)O (stereo unspecified) | -3 | -9 | -5
O=C(NNc1cccc(Cl)n1)Nc1ccccc1 | 2 | -6 | -2
CCCC(=O)NC1=C(C#N)C2(CCCCC2)Cc2ccccc21 | -9 | -1 | -6
COc1cccc(C(=O)Nc2ccc(Cl)c(C(F)(F)F)c2)c1 | 68* | -19 | -4
C=CCOc1ccc(CNn2cn[nH]c2=S)cc1 | 4 | 1 | -2
CC(=O)Nc1ccc(C2NC(=O)c3ccccc3O2)cc1 (stereo unspecified) | 1 | -8 | -4
CC(C)Sc1nc(N)c2c3c(sc2n1)CN(C)CC3 | 14 | 28 | -136
COc1ccc(OCC(=O)NC(=S)Nc2ccc(N3CCOCC3)c(Cl)c2)cc1 | 4 | 4 | 1
O=C1c2oc3ccccc3c(=O)c2C(c2cccs2)N1CCCN1CCOCC1 (stereo unspecified) | 6 | 0 | 4
CCCOc1ccc(N2C(=O)CC(N3CCC(c4nncn4CC)CC3)C2=O)cc1 (stereo unspecified) | -2 | -11 | 0
O=C(CCCN1C(=O)c2ccccc2C1=O)Nc1nncs1 | -5 | 4 | -3
Cc1cn(C(=O)c2ccccc2)c(=S)n1-c1ccc(Cl)cc1 | 2 | 2 | -3
